Screens deposited in PubChem by Broad Institute.
GASC1 inh = inhibitors of GASC-1 (KDM4C) histone demethylase, primary screen, biochemical, single concentration HTS | inhibition, % at 12.5 µM | GST-KDM4C 2-372, H3K9me3 peptide, LANCE TR-FRET | 96,000 compounds, 0.15% hits;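 active means mean replicate inhibition above about 25%, with at least 55% of replicates also reaching it, limit read from the data, passing the limit was not always enough; inconclusive means only one of those two conditions met; inactive means neither condition met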
Target sequence (Q9H3R0 2-372 limits assumed): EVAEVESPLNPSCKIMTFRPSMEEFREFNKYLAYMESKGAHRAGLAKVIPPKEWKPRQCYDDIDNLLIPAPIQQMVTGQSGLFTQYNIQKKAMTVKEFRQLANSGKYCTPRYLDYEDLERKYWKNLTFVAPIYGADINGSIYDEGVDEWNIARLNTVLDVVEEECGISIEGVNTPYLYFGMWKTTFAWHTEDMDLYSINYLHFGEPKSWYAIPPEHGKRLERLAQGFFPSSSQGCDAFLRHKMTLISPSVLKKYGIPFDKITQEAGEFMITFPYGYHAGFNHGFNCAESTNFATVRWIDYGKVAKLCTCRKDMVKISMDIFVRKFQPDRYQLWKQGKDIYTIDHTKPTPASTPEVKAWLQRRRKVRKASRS
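material = GST-tagged GASC-1 (JMJD2C) catalytic fragment, aa 2-372 | amount = enzyme final amount 10 nM | medium = HEPES buffer, pH 7.5, plus ascorbate | also added = H3K9me3 peptide substrate, Fe(II), 2-oxoglutarate | dosing = single dose | times = 30 min demethylation and 1 h detection at room temperature | detection = LANCE TR-FRET | read-out basis = Fall in 671/618 emission ratio as inhibition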
Pf Dd2 inh = P. falciparum Dd2 growth inhibitors, primary screen, SYBR Green fluorescence, single dose replicates | activity change, % at 10 µM | AID 1159554, 2015 | 72 h; stronger effect = lower value | 94,000 compounds, 2.3% hits; in the data active means activity change below about -80%; inconclusive means no clear call, values can overlap the other calls
C diff growth = C. difficile growth inhibitors, primary screen, HTS | 86,000 compounds, 0.25% hits | growth activity, negative = inhibition, % at 16 µg/mL (by protocol) | Clostridium difficile clinical isolate growth, OD600, 24 h; stronger effect = lower value;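 active means mean growth activity at or below -80% and every replicate also at or below -80%; inconclusive means mean at or below -80% but some replicate above -80%; inactive means mean growth activity above -80%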;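 further: 0% = DMSO wells and -100% = levofloxacin 16 µg/mL wells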
T cruzi growth = T. cruzi intracellular proliferation inhibitors, primary screen, cell-based, beta-gal Tulahuen parasites, NIH3T3 host, luminescence. T. cruzi beta-gal in NIH3T3, GalScreen luminescence, 90 h. 77,000 compounds, 5.9% hits. inhibition, % at 8.34 µM;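 active means mean inhibition above about 93%, with at least 55% of replicates each passing it, limit read from the data, passing the limit was not always enough; inconclusive means only one of those two conditions holds; inactive means neither condition holds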
Numbers without * were called inactive; ? = inconclusive; / = not tested or not shown; & = joins results of further samples.

SMILES	GASC1 inh	Pf Dd2 inh	C diff growth	T cruzi growth
COc1cccc(S(=O)(=O)N(C)C[C@@H]2Oc3cc(C4=CCCCC4)ccc3S(=O)(=O)N([C@H](C)CO)C[C@H]2C)c1	-2.2	-24.7	10.0	/
COc1ccccc1S(=O)(=O)N1CC[C@@H]2[C@@H](CO)Nc3ccc(Br)cc3[C@@H]21	0.0	61.1	9.9	21.6
C[C@H](NC(=O)C[C@H]1C[C@@H]2c3cc(NC(=O)Cc4ccncc4)ccc3O[C@@H]2[C@@H](CO)O1)c1ccccc1	-1.8	4.6	/	20.9
N#Cc1cccc(-c2ccc3c(c2)[C@@H]2[C@@H](CCN2Cc2cncnc2)[C@H](CO)N3)c1	-0.2	-77.7	-9.6	112.0*
CCCNC(=O)Nc1ccc2c(c1)OC[C@@H](C)N(Cc1cccnc1)C[C@@H](C)[C@@H](OC)CN(C)C2=O	0.7	11.3	/	77.5
CCCN(C)C[C@@H]1OCCCC[C@@H](C)Oc2ccc(NC(=O)CCCN(C)C)cc2C(=O)N([C@H](C)CO)C[C@H]1C	0.1	-23.0	2.0	-7.3
C[C@@H]1CN([C@H](C)CO)C(=O)Cc2cc(NS(=O)(=O)c3cccs3)ccc2O[C@H]1CN(C)Cc1ccc(Cl)c(Cl)c1	2.6	2.1	22.1	44.4
COc1ccc(S(=O)(=O)N(C)C[C@H]2OCCCC[C@@H](C)Oc3ccc(NC(=O)NC4CCCCC4)cc3C(=O)N([C@@H](C)CO)C[C@@H]2C)cc1	0.4	-72.6	0.2	95.8*
CC(C)NC(=O)N(C)C[C@H]1Oc2ccc(NS(=O)(=O)c3ccc(F)cc3)cc2CC(=O)N([C@H](C)CO)C[C@@H]1C	-0.9	14.1	4.7	103.3*
COc1ccc(NC(=O)N2C[C@H](O)COC[C@H]3O[C@H](CC(=O)N4CCN(C)CC4)CC[C@@H]32)cc1	-0.9	-8.7	/	18.2

Compounds from the list above that contain two or more sulfur atoms (2):
SMILES	GASC1 inh	Pf Dd2 inh	C diff growth	T cruzi growth
COc1cccc(S(=O)(=O)N(C)C[C@@H]2Oc3cc(C4=CCCCC4)ccc3S(=O)(=O)N([C@H](C)CO)C[C@H]2C)c1	-2.2	-24.7	10.0	/
C[C@@H]1CN([C@H](C)CO)C(=O)Cc2cc(NS(=O)(=O)c3cccs3)ccc2O[C@H]1CN(C)Cc1ccc(Cl)c(Cl)c1	2.6	2.1	22.1	44.4

More structures follow:
SMILES	GASC1 inh	Pf Dd2 inh	C diff growth	T cruzi growth
C[C@@H]1CN([C@H](C)CO)C(=O)c2cccc(NC(=O)Nc3ccc(C(F)(F)F)cc3)c2O[C@@H]1CN(C)C(=O)Nc1ccc(C(F)(F)F)cc1	-0.9	-70.0	9.7	51.7
C[C@H]1CN([C@@H](C)CO)C(=O)Cc2cc(NC(=O)Cn3cnnn3)ccc2O[C@@H]1CN(C)Cc1ccc2c(c1)OCO2	0.8	-4.8	-6.2	36.9
C[C@@H]1CN([C@H](C)CO)S(=O)(=O)c2ccc(-c3cncnc3)cc2O[C@@H]1CN(C)C(=O)C1CCC1	-0.9	10.3	0.7	60.1
O=C(C[C@H]1CC[C@@H]2[C@H](COC[C@@H](O)CN2Cc2ccc(Cl)cc2)O1)NCc1cccc(F)c1	0.9	-7.5	21.4&5.3	/
CC(C)NC(=O)N1[C@H](CO)[C@@H]2c3ccccc3N(C(=O)C3CCCCC3)C[C@@H]21	-3.3	-11.3	19.6	18.0
O=C(N[C@@H]1CC[C@@H](CC(=O)N2CCCCC2)O[C@@H]1CO)c1ccc2c(c1)OCO2	-2.2	13.1	0.1	-19.1
C[C@@H]1CN([C@@H](C)CO)C(=O)c2cc(C3=CCCC3)cnc2O[C@H]1CN(C)C(=O)Cc1ccncc1	0.1	-6.5	-0.1	1.7
C[C@H](CO)N1C[C@H](C)[C@H](CN(C)Cc2ccc(C(F)(F)F)cc2)Oc2ccc(NS(=O)(=O)c3ccc(Cl)cc3)cc2CC1=O	0.2	-10.1	4.5	24.8
COc1ccc2c3c(n(C)c2c1)[C@@H](CO)N(C(=O)Nc1ccc(F)cc1)CC31CCN(C(=O)NC(C)C)CC1	-1.0	-58.3	-8.0	/
O=C(c1cccnc1)N1CC[C@@H]2[C@H](CO)Nc3ccc(-c4ccc(F)cc4)cc3[C@@H]21	-1.4	14.1	-17.8	75.5
C[C@H](CO)N1C[C@H](C)[C@@H](CN(C)Cc2ccc(Oc3ccccc3)cc2)Oc2c(NS(=O)(=O)c3cccs3)cccc2C1=O	-1.0	7.9	/	23.6
C[C@H]1CN([C@@H](C)CO)S(=O)(=O)c2ccc(-c3cccc(C#N)c3)cc2O[C@@H]1CN(C)C(=O)c1ccccc1	-1.4	-57.8	1.9	71.6
C[C@H]1CN([C@@H](C)CO)C(=O)c2ccccc2-c2ccccc2CO[C@H]1CN(C)S(=O)(=O)CC(F)(F)F	/	19.0	-5.9	-5.4
O=C(N[C@@H]1CC[C@H](CCNC(=O)C2CC2)O[C@H]1CO)c1ccccn1	-2.9	/	-2.2	/
OC[C@@H]1[C@@H](c2ccc(-c3cccc(F)c3)cc2)[C@H]2CN(Cc3cncnc3)CCCCN12	0.4	-5.6	-2.2	60.3
CO[C@H]1CN(C)C(=O)c2ccc(NC(=O)Nc3ccc(F)cc3)cc2OC[C@H](C)NC[C@H]1C	0.1	/	-3.6	-5.9
C[C@H]1CN([C@@H](C)CO)S(=O)(=O)c2ccc(-c3ccccc3F)cc2O[C@H]1CN(C)CC1CC1	-2.1	-47.3	4.4	/
CN1C(=O)c2cc(NC(=O)C3CCCC3)ccc2OC[C@@H]2O[C@@H](CC(=O)NCC3CC3)CC[C@@H]21	1.3	-6.4	9.4	-32.1
COCC(=O)N(C)C[C@@H]1Oc2ncc(-c3ccc(F)cc3)cc2C(=O)N([C@H](C)CO)C[C@H]1C	0.5	-3.1	1.7	-26.6
CS(=O)(=O)Nc1ccc2c(c1)[C@H]1C[C@H](CC(=O)NCc3ccc(Oc4ccccc4)cc3)O[C@H](CO)[C@H]1O2	-2.3	-21.7	-1.6	3.9
Cc1noc(C)c1S(=O)(=O)N(C)C[C@@H]1Oc2ccc(NC(=O)CCC(F)(F)F)cc2CC(=O)N([C@@H](C)CO)C[C@H]1C	-0.4	28.4	-2.4	1.4
CO[C@@H](CN(C)C(=O)c1cnccn1)[C@H](C)CN([C@H](C)CO)S(=O)(=O)c1ccc(F)cc1	-0.2	32.2	/	-39.8
CN1C(=O)c2cc(NS(=O)(=O)c3ccccc3Cl)ccc2OC[C@H]2O[C@@H](CC(=O)O)CC[C@@H]21	-1.0	8.4	-1.0	-11.6
C[C@@H]1CN([C@@H](C)CO)C(=O)Cc2cc(NC(=O)Nc3ccccc3)ccc2O[C@@H]1CN(C)S(=O)(=O)c1cccs1	0.5	-18.5	7.6	-20.4
C[C@H](CO)N1C[C@H](C)[C@@H](CN(C)Cc2cccc(O)c2)OCc2cn(nn2)CCCC1=O	-0.4	18.9	-1.3	-17.1
C[C@H]1CN([C@@H](C)CO)C(=O)c2cc(C#CC3CC3)cnc2O[C@H]1CN(C)C(=O)c1ccncc1	-0.3	46.3	/	20.0
C[C@H]1CN([C@@H](C)CO)C(=O)Cc2cc(N(C)C)ccc2O[C@H]1CN(C)Cc1ccc(C(F)(F)F)cc1	-1.6	38.4	1.0	89.9
COc1ccc(CN2CC3(CCN(S(=O)(=O)c4ccc(C)cc4)CC3)c3c([nH]c4cc(OC)ccc34)[C@H]2CO)cc1	-0.9	-85.7*	29.6	/
C[C@@H]1CN([C@H](C)CO)C(=O)c2cccc(NC(=O)c3ccncc3)c2O[C@H]1CN(C)C(=O)Nc1cccc2ccccc12	-0.2	-1.0	-2.2	-42.6
COc1ccc(CN(C)C[C@@H]2Oc3ccc(NC(=O)Nc4ccc5c(c4)OCO5)cc3C(=O)N([C@H](C)CO)C[C@H]2C)cc1	0.4	-2.4	1.5	-27.5
C[C@H]1CN([C@@H](C)CO)C(=O)c2cc(NC(=O)Cc3cn(C)c4ccccc34)ccc2O[C@H]1CN(C)Cc1ccc(C(F)(F)F)cc1	-0.7	-4.8	-0.4	?
COc1ccc(NC(=O)Nc2ccc3c(c2)C(=O)N([C@H](C)CO)C[C@@H](C)[C@@H](CN(C)S(C)(=O)=O)O3)cc1	-1.7	22.4	-2.3	-200.2
CN(C)CCCNC(=O)C[C@H]1CC[C@H]2[C@H](COc3ccc(NC(=O)c4cccc(F)c4)cc3C(=O)N2C)O1	0.8	-7.3	-1.6	61.7
COc1ccc(NC(=O)N[C@@H]2CC[C@@H](CCNC(=O)CCN3CCCCC3)O[C@H]2CO)cc1	-0.7	13.7	/	23.4
C[C@@H]1CN([C@@H](C)CO)C(=O)c2cc(-c3ccc(F)cc3)cnc2O[C@@H]1CN(C)C(=O)CN(C)C	2.7	22.9	-0.6	-34.1
C[C@H](CO)N1C[C@H](C)[C@@H](CN(C)S(=O)(=O)c2ccc(Cl)cc2)Oc2ccc(NC(=O)Cn3cnnn3)cc2CC1=O	5.2	-14.4	-10.2	-4.0
C[C@H]1CN([C@@H](C)CO)C(=O)c2cc(-c3ccccc3F)cnc2O[C@H]1CN(C)Cc1ccccc1F	/	4.8	6.7	47.3
C[C@H](CO)N1C[C@H](C)[C@@H](CN(C)CC2CC2)Oc2ccc(NC(=O)c3ccncc3)cc2CC1=O	-1.1	-5.1	1.5	-8.3
Cc1noc(C)c1NC(=O)N(C)C[C@@H]1OCCCC[C@H](C)Oc2ccc(NC(=O)CCC(F)(F)F)cc2C(=O)N([C@H](C)CO)C[C@H]1C	-0.8	16.0	-8.6	23.3
COCCNC(=O)C[C@H]1C[C@@H]2c3cc(NC(=O)Nc4ccc(OC)cc4)ccc3O[C@@H]2[C@H](CO)O1	0.1	-8.3	0.9	32.8

Two of these compounds in another layout:
Compound | GASC1 inh | Pf Dd2 inh | C diff growth | T cruzi growth
C[C@H]1CN([C@@H](C)CO)C(=O)c2cc(NC(=O)Cc3cn(C)c4ccccc34)ccc2O[C@H]1CN(C)Cc1ccc(C(F)(F)F)cc1 | -0.7 | -4.8 | -0.4 | ?
COc1ccc(NC(=O)Nc2ccc3c(c2)C(=O)N([C@H](C)CO)C[C@@H](C)[C@@H](CN(C)S(C)(=O)=O)O3)cc1 | -1.7 | 22.4 | -2.3 | -200.2

(further entries)
SMILES	GASC1 inh	Pf Dd2 inh	C diff growth	T cruzi growth
C[C@@H]1CCCCO[C@H](CN(C)CC2CC2)[C@H](C)CN([C@@H](C)CO)C(=O)c2cc(NC(=O)CCC(F)(F)F)ccc2O1	4.9	-22.5	/	85.9
CCC(=O)Nc1ccc2c(c1)OC[C@@H](C)N(Cc1ccccn1)C[C@@H](C)[C@@H](OC)CN(C)C2=O	1.6	-53.7	/	20.3
COc1ccc2c3c(n(C)c2c1)[C@@H](CO)N(C(=O)C1CCC1)CC31CCN(C)CC1	-1.6	0.6	2.6	/
COc1ccc(S(=O)(=O)Nc2ccc3c(c2)CC(=O)N([C@H](C)CO)C[C@@H](C)[C@@H](CN(C)S(=O)(=O)c2ccc(Cl)cc2)O3)cc1	1.1	0.6	-7.5	78.8
C[C@@H]1CCCCO[C@@H](CN(C)C(=O)Nc2ccc3c(c2)OCO3)[C@H](C)CN([C@@H](C)CO)C(=O)c2cc(NS(=O)(=O)c3ccccc3)ccc2O1	0.6	-1.2	0.8	50.0
C/C=C/c1ccc([C@@H]2[C@H](CO)N(C(=O)C3CCCC3)C23CN(S(=O)(=O)CC)C3)cc1	/	-9.3	-4.4	/
O=C(CC1CC1)N1CC(=O)N2[C@H](CO)[C@@H](c3ccc(/C=C/c4ccccc4)cc3)[C@H]2C1	0.1	-9.1	3.3	/
CCCC(=O)Nc1ccc2c(c1)C(=O)N(C)C[C@H](OC)[C@H](C)CN(Cc1ccncc1)[C@H](C)CO2	2.6	/	/	-65.2
C[C@H]1CN([C@@H](C)CO)S(=O)(=O)c2ccc(C#CC3CCCCC3)cc2O[C@@H]1CN(C)Cc1cccnc1	/	-62.5	/	80.8
N#C[C@@H]1[C@H](c2ccc(-c3ccccc3F)cc2)[C@H](CO)N1C(=O)c1ccccn1	-2.8	-13.0	14.6	89.7
Cc1noc(C)c1NC(=O)N(C)C[C@@H]1Oc2c(NC(=O)c3nc4ccccc4s3)cccc2C(=O)N([C@@H](C)CO)C[C@@H]1C	-1.0	20.3	3.4	-127.9
C[C@H](CO)N1C[C@H](C)[C@@H](CN(C)C(=O)Nc2ccc3c(c2)OCO3)Oc2ccc(NS(=O)(=O)c3cn(C)cn3)cc2C1=O	0.3	8.6	/	21.9
